Screening data as filed in PubChem BioAssay.
PG9 Ab binder: binds the HIV-1 gp120 antibody PG9; inhibition, % at 6.7 µM; TR-FRET gp120-PG9 antibody binding; 360,000 tested, 0.43% active; in the data active means inhibition above about 8.5%
ASAP1 GAP inh: inhibitors of human ASAP1 ArfGAP activity; Q9ULH1; ASAP1-stimulated ARF1 GTP hydrolysis, GDP FP detection; inhibition, % at 16.5 µM; 360,000 tested, 0.19% active; in the data active means inhibition above about 25%;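 further: 0% = vehicle with enzyme and substrate and 100% = no enzyme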
GC-B act: GC-B (human) receptor activation | P20594 | HEK293-GC-B cells, CNP EC30, cGMP TR-FRET; 0% at EC30 CNP, 100% saturating CNP | activation, % at 10 µM | 370,000 tested, 0.11% active | AID 1920062;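 active means activation at 10 µM reaching about 35% in either raw or pattern-adjusted values, limit read from the data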
ARFGAP1 inh: inhibits rat ARF GTPase activating protein 1 | Q62848 | Arfgap1-stimulated ARF1 GTP hydrolysis, GDP FP detection | inhibition, % at 16.5 µM | 360,000 tested, 0.26% active;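 active means inhibition above a per-plate limit, mean inhibition of low control wells plus 3 SD, cut at about 25% in these data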;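 further: 0% = DMSO wells with enzyme and 100% = wells lacking Arfgap1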
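System: truncated rat Arfgap1 GAP domain / Benchmarks: high control wells lacking Arfgap1, low control full reaction with DMSO / Times: compound-enzyme preincubation 20 min, reaction 120 min, detection 60 min, 25 °C / Repeats: one replicate per compound / Also added: human ARF1(Δ1-17)-GTP substrate / Measured by: Tracer-displacement fluorescence polarization with EDTA stop, 620/688 nm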
ABHD4 inh: inhibits mouse alpha/beta hydrolase domain 4; Q8VD66; purified mABHD4, FP-Rh probe fluorescence polarization; inhibition, % at 8.92 µM; 370,000 tested, 0.54% active; AID 720543;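 active means inhibition exceeding the mean over every tested compound plus 3 SD, cut at about 30% in these data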;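 further: 0% = plate median of compound wells and 100% = S159A mutant with DMSO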
Target sequence (Q8VD66 whole entry, looked up, the tested form may be a part): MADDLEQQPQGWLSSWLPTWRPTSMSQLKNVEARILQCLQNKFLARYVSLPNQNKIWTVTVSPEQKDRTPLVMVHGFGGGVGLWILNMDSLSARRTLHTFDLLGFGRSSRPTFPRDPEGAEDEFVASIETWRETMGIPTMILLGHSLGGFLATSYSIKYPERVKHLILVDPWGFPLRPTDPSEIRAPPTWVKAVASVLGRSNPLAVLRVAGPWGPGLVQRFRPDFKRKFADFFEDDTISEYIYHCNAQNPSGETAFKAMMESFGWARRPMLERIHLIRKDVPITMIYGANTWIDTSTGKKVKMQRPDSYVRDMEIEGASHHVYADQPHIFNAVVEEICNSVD
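Assay system: mABHD4 protein; medium: HEPES pH 7.0, NaCl, Pluronic buffer; dosing: 8.92 µM, single dose; schedule: 45 min + 60 min at 25 °C; signal: FP readout, ex 525 nm / em 598 nm; read-out: normalized percent inhibition of probe labeling; repeats: single replicate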
rCAG RNA binder: r(CAG) repeat RNA binding; TO-PRO-1 dye displacement fluorescence; inhibition, % at 3 µM; 370,000 tested, 1.3% active; AID 651821;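 active means inhibition above the plate cutoff, the mean of all test compounds on that plate plus 3 SD, cut at about 35% in these data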;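 further: 0% = DMSO alone and 100% = 100 µM mitoxantrone as full dye displacement; higher means more dye released from RNA so lower well fluorescence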
SMARCA2 act: increases SMARCA2 function in MMTV reporter cells | MG213 cells, MMTV-luciferase reporter, dexamethasone, overnight | activation, % at 9.1 µM | 370,000 tested, 1% active | AID 652017; in the data active means activation above about 7.8%;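 further: 0% = vehicle wells and 100% = reference activator wells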
NPR1 activator: GC-A (human) enzyme activation; P16066; HEK293 GC-A cells, cGMP TR-FRET, EC30 ANP; 0% at EC30 ANP, 100% saturating ANP; activation, % at 10 µM; 370,000 tested, 0.14% active; AID 1671463; in the data active means activation above about 40%
HTRA1 inh: blocks human HTRA1 serine peptidase; AID 504803; recombinant HTRA1, FP-rhodamine activity-based probe, fluorescence polarization; 340,000 tested, 0.5% active; Q92743; inhibition, % at 5.96 µM; in the data active means inhibition above about 36%;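 further: 0% = enzyme with DMSO and 100% = wells lacking enzyme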
NR1D1 modulator: modulators of human Rev-erb alpha DNA binding. activity, % at 10 µM. AID 1259318. P20393. 370,000 tested, 0.79% active. Rev-erbα–FITC-DNA binding, fluorescence polarization, 90 min;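 active means activity above about 14%, limit read from the data; passing the limit was not always enough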;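 further: 0% = DMSO wells with 35 nM protein and 100% = DMSO wells with 750 nM protein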
Target sequence (P20393 whole entry, looked up): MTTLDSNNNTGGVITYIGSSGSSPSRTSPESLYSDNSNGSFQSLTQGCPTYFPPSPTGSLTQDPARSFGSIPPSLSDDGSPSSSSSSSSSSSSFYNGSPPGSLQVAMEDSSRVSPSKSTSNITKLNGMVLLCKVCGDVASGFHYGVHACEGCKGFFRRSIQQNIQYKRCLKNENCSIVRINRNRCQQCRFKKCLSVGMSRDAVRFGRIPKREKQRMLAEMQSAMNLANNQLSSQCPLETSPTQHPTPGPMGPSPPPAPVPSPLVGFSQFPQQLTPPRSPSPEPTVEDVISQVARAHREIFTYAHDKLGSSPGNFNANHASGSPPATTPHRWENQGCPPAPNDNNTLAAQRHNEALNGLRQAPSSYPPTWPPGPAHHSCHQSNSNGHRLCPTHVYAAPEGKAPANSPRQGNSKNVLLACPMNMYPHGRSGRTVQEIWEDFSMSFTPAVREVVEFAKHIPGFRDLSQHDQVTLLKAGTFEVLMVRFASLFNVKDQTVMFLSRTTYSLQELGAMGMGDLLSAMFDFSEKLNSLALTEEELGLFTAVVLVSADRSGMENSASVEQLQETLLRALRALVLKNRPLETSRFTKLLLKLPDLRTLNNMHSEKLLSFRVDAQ
An asterisk follows results filed as active; · = not tested or not shown.

SMILES	PG9 Ab binder	ASAP1 GAP inh	GC-B act	ARFGAP1 inh	ABHD4 inh	rCAG RNA binder	SMARCA2 act	NPR1 activator	HTRA1 inh	NR1D1 modulator
O=C(CC(=O)c1ccccc1)Nc1cccnc1	-1.8	5	3	6	1	1	2	2	0	1
CCOC(=O)c1cc(-c2ccccc2C)nn1CC1CC(c2ccc(OC)cc2)=NO1 (configuration not stated)	-2.6	-3	-1	4	-18	-5	-2	-1	-24	-6
c1ccc(-c2nnc3n2N=C(c2ccc4c(c2)OCO4)CS3)nc1	0.1	-15	6	0	-2	-1	-1	5	1	2
O=C(NCCCN1CCCC1=O)c1ccc(OCc2ccccc2)cc1	0.0	-10	1	-3	-9	-9	-2	8	-4	4
O=C(Cc1csc(-c2ccc(F)cc2)n1)Nc1cccc(S(=O)(=O)NC2=NCCC2)c1	-1.1	8	-7	6	1	10	-5	3	0	-3
CCN(CC)S(=O)(=O)c1cccc(NC2=NCCCCC2)c1	-1.9	-4	1	-4	-3	23	0	-1	-7	-4
O=CN1CCN(C(C(=O)NC2CCCCC2)c2ccc(Cl)cc2)CC1 (configuration not stated)	0.3	5	-6	-6	10	-8	0	-16	-6	3
Cc1ccc(S(=O)(=O)N2CCCCC2)cc1C(=O)Nc1ccc(S(=O)(=O)Nc2ncccn2)cc1	0.4	-3	-1	-2	-2	20	-4	0	1	-10
CCc1nnc(NS(=O)(=O)c2ccc(N/C=C/C(=O)c3ccc(OC)cc3)cc2)s1	1.1	4	-3	9	-23	59*	-1	-1	-15	-6
c1coc(CNc2ncnc3sc4c(c23)CCCCC4)c1	0.5	-13	16	2	-3	1	4	21	-17	0
CC(C)OC(=O)CSc1nc2ccccc2s1	-0.2	8	-3	7	0	-3	1	0	2	3
Cc1ccccc1CC(=O)N1CCC(n2nnc3ncccc32)CC1	·	·	-4	·	0	2	1	2	·	-10
Cc1cccc(NC(=O)C2CCCN(C(=O)NCc3ccccc3)C2)c1C (configuration not stated)	-0.4	11	-1	4	-2	-1	1	8	-3	2
Cc1cc(C)c(NC(=O)CN2C(=O)NC(Cc3ccccc3)C2=O)c(C)c1 (configuration not stated)	0.6	3	7	2	1	1	-4	1	1	-3
CCOC(=O)CC(NC(=O)CCc1c(C)nc2ncnn2c1C)c1ccc(OC(C)C)cc1 (configuration not stated)	-2.0	0	3	-6	-1	-7	-2	1	4	1
COc1ccc(N2CCN(CCN3C(=O)c4ccccc4C3=O)CC2)cc1	-2.2	0	3	1	3	-2	0	3	4	1
Cc1ccc(N2C(=O)N(CC(=O)Nc3ccccc3C)C(=O)C2C)cc1 (configuration not stated)	0.8	-6	0	5	-4	-4	1	5	9	5
Cn1cc(CNCc2cn[nH]c2-c2ccc(F)cc2)c(-c2ccc3c(c2)OCCO3)n1	-1.6	1	-2	9	6	-1	1	1	6	-5
Oc1ccc(-c2nccc(-c3ccc(Cl)cc3Cl)n2)cc1	-1.3	12	0	10	-30	6	-1	15	-19	-7
CN1/C(=C\C(=O)CSc2ncn[nH]2)C(C)(C)c2ccccc21	-2.3	-5	-1	8	-32	1	-4	-6	-5	3
O=C(Nc1ccncc1)Nc1cccc(Cl)c1Cl	-1.1	7	-4	4	-20	1	-3	4	-20	-2
O=C(CN1C(=O)c2ccccc2S1(=O)=O)N1CCOCC1	·	·	-1	·	·	·	·	7	3	0
N#C/C(=C/c1ccc(Cl)cc1)NC(=O)c1ccccc1	-1.8	-2	-6	0	-18	8	3	-1	-6	1
COc1ccc(Cc2noc(=O)[nH]2)cc1	0.1	-17	0	-5	-2	0	-2	0	1	0
O=C(c1ccccc1)c1ccc(OC(=O)N2CCOCC2)cc1	-2.7	-5	-3	4	0	-8	0	3	3	-1
Carrying on:
SMILES	PG9 Ab binder	ASAP1 GAP inh	GC-B act	ARFGAP1 inh	ABHD4 inh	rCAG RNA binder	SMARCA2 act	NPR1 activator	HTRA1 inh	NR1D1 modulator
Cc1c(NC(=O)c2ccc3c(c2)OCO3)c(=O)n(-c2ccccc2)n1C	0.3	7	-1	-2	0	-3	-1	-2	-3	1
CC(C)CNC(=O)C(=O)NC1CCCC1	-0.9	1	4	10	-3	0	0	3	-1	7
Cc1ncc([N+](=O)[O-])n1CC(=O)Nc1ccc2c(c1)OCO2	-0.2	-4	5	-8	-2	-1	-2	0	0	2
Cn1cc([C@]2(O)C(=O)Nc3ccccc32)c2ccccc21	-2.5	-4	2	4	-4	2	-1	-6	·	1
CCN(CC)C(=O)CSc1nnc(-c2cc(OC)cc(OC)c2)o1	-1.4	7	0	7	1	-7	-2	2	-4	1
CC(=O)Cc1nsc(NC(=O)c2ccc(-c3ccc(F)cc3)o2)n1	0.9	-10	-1	-5	0	11	-5	4	-9	-4
CC(C)NC(=O)COc1coc(CN2CCN(c3ccccc3F)CC2)cc1=O	-1.2	-4	5	1	-2	-4	-2	2	-3	4
COc1cc(NC(=O)c2noc3c2CCCC3)c(OC)cc1Cl	·	·	-10	·	·	·	·	-3	6	6
CC(=O)c1ccc(N/N=C(/C(N)=O)C2=NC(C)(C)Cc3ccccc32)cc1	1.2	10	4	8	7	-4	-7	4	-9	1
Cc1cc(C)cc(CSc2nnc(C)c(=O)[nH]2)c1	-0.4	11	-4	0	1	4	-1	-7	0	4
CC1CCCCN1C(=O)COC(=O)c1ccc2c(c1)C(=O)N(Cc1ccco1)C2=O (configuration not stated)	0.1	0	2	-6	6	3	0	1	-6	-2
COc1ccc2c(C)cc(SCC(=O)NC3CCCC3)nc2c1	11*	-2	-2	-4	-6	0	-4	3	-23	5
C=CCOc1ccc(/C=N/Nc2ccccn2)cc1OC	-1.7	11	6	10	1	-1	9.0*	6	-1	4
Cc1ccc(CNC(=O)CCC(=O)n2ncc3cc(C)ccc32)cc1	1.9	3	2	5	-5	0	-2	4	-5	3
Cc1ccc(-n2nnc(-c3cc4ccccc4nc3Cl)n2)cc1	0.1	-1	-1	2	1	5	3	2	-15	35*
O=C(CSc1ccc(Br)cc1)NCC(c1ccco1)N1CCCCC1 (configuration not stated)	0.2	-6	-3	7	-4	-5	-1	0	-8	-4
COc1ccc(/C=C/C(=O)C2C(=O)C=C(C)OC2=O)cc1O (configuration not stated)	-3.2	-13	-8	1	5	19	1	-6	10	2
Cc1ccc(C(=O)Nc2ccccc2C(=O)O)cc1S(=O)(=O)NC1CCCCC1	-1.3	-2	1	4	-22	70*	-2	-3	-38	-4
CNC(=O)c1c(NC(=O)C2=COCCO2)sc(C)c1C	-1.1	-3	-6	9	3	-4	-2	-2	4	-4
CCN(Cc1ccccc1)C(=O)CCc1nc(-c2ccc(C)cc2)no1	-2.0	5	-3	1	-5	-7	-2	1	-23	0
COC(=O)c1ccc(-n2c(C)cc(C(=O)COC(=O)CNS(=O)(=O)c3ccc(C)cc3)c2C)cc1	-1.5	10	-2	4	-1	-3	-3	0	-36	3
C/C(=N\NC(=O)CSCc1ccccc1Cl)c1cccc(NC(=O)c2ccccc2)c1	0.2	9	-1	16	-24	1	2	-2	-20	-1
O=C(Nc1nccs1)c1ccccc1N=Cc1ccccc1	-0.5	9	-11	2	3	1	1	-5	-13	-2
COc1cccc(-n2c(=S)sc3c(=O)n(-c4ccccc4OC)c(SCC4OCCO4)nc32)c1	-0.9	13	5	8	-2	4	0	-2	0	-2
COC(=O)[C@@]1(C)[C@H]2C(=O)N(Cc3ccccc3)C(=O)[C@H]2[C@H]2CN=C(SCc3ccccc3)N21	0.2	-5	-2	-3	4	0	0	2	3	-1

Reprinted at random: 2 compounds from above.
SMILES	PG9 Ab binder	ASAP1 GAP inh	GC-B act	ARFGAP1 inh	ABHD4 inh	rCAG RNA binder	SMARCA2 act	NPR1 activator	HTRA1 inh	NR1D1 modulator
CC(C)OC(=O)CSc1nc2ccccc2s1	-0.2	8	-3	7	0	-3	1	0	2	3
CCOC(=O)c1cc(-c2ccccc2C)nn1CC1CC(c2ccc(OC)cc2)=NO1 (configuration not stated)	-2.6	-3	-1	4	-18	-5	-2	-1	-24	-6

Additional entries:
SMILES	PG9 Ab binder	ASAP1 GAP inh	GC-B act	ARFGAP1 inh	ABHD4 inh	rCAG RNA binder	SMARCA2 act	NPR1 activator	HTRA1 inh	NR1D1 modulator
Cc1cc(NC(=O)CN(C)S(=O)(=O)c2cnc[nH]2)ccc1Br	-2.6	-2	3	-3	-3	0	2	2	4	-6
Cc1cc(=O)[nH]c(NN=C2CCCCC2C)n1 (configuration not stated)	-0.5	-8	4	12	3	0	-4	1	·	3
O=C(COc1ccccc1)NCC(=O)N/N=C/c1ccc(Cl)cc1	-2.2	-6	-2	-11	0	-4	1	0	3	-1
COc1ccc(C(=O)CC(=O)C(=O)Nc2ccc(C)c(C)c2)cc1	-0.4	10	2	-2	2	7	5	-5	-4	0
COc1ccc(S(=O)(=O)Nc2ccc3c(c2)C(=O)N([C@H](C)CO)C[C@H](C)[C@@H](CN(C)C(=O)Nc2ccccc2)O3)cc1	0.0	-6	4	2	1	0	1	0	1	-7
COCCn1c(SCC(=O)N2CCCC2)nnc1-c1ccco1	-2.0	-4	8	-6	-8	1	-1	0	6	6
COc1ccc(Nc2ncnc3sccc23)cc1	0.2	-8	-2	10	13	14	7	3	16	15
O=C(NCC1CCCO1)c1ccc(CSCc2cccc(F)c2)o1 (configuration not stated)	0.0	-9	0	9	-3	-5	4	-1	-3	2
CCN1C(=O)N2C[C@H]3CON(C)[C@H]3C[C@H]2c2ccccc21	0.8	-5	-3	-25	1	5	-4	0	·	-5
CCOc1ccc(N(CCCCO)C(=S)NC(=O)c2ccc(C)c(Br)c2)cc1	-0.8	-10	-9	-17	9	0	3	-8	-3	4
Cc1c(C(=O)OCC(=O)N2CCN(c3ccccc3)CC2)oc2ccccc12	-1.8	7	-6	14	-7	0	3	-2	-9	-2
CCOC(=O)C1(Cc2ccccc2)NC(c2ccccc2F)C2C(=O)N(CC)C(=O)C21 (configuration not stated)	-0.1	1	-4	-8	2	-6	-1	-9	-1	4
CSc1ccc(NC(=O)N2CC=C(n3c(=O)[nH]c4ccccc43)CC2)cc1	-1.5	-3	-3	12	-14	-5	-3	-1	-6	1
O=C(c1ccco1)N(Cc1cccc([N+](=O)[O-])c1)c1ccc(Br)cc1	-1.9	-3	-6	-2	-6	-3	1	-16	-15	6
CCOC(=O)c1sc(=S)n(-c2ccc(F)c(F)c2)c1N	-0.5	0	6	-2	4	0	0	6	-7	-6
O=C(O)c1cc(Cl)c(Cl)cc1C(=O)Nc1cccnc1	-1.0	22	1	21	-9	3	4	-4	·	3
OC(COCc1ccccc1)Cn1cnc2ccccc21 (configuration not stated)	0.4	-10	-1	-9	2	-3	-2	1	6	-4
CCc1c(C(=O)Nc2ccc(C)c(C)c2)[nH]c(C)c1C(C)=O	-7.3	6	-2	24	-8	2	3	-8	-5	1
Cc1ccc(-c2nnc(SCC(=O)Nc3ccc(S(=O)(=O)N4CCCCCC4)cc3)o2)cc1	1.8	-4	-5	-6	4	1	-4	-5	-2	0

Compounds as they come. About 4.4% of those tested had a hit in this group.
